Source: PubChem (National Center for Advancing Translational Sciences (NCATS))
DRD3 agonist = D3 dopamine receptor (human) agonism; D3R DiscoveRx beta-arrestin cells, luminescence, 90 min; 410,000 tested, 0.58% active; P35462; max activation, %; in the data active = max activation above about 30%; also: 0% is about no effect; mostly tested at two doses, the higher about 12 µM
Target sequence (P35462 whole entry, looked up): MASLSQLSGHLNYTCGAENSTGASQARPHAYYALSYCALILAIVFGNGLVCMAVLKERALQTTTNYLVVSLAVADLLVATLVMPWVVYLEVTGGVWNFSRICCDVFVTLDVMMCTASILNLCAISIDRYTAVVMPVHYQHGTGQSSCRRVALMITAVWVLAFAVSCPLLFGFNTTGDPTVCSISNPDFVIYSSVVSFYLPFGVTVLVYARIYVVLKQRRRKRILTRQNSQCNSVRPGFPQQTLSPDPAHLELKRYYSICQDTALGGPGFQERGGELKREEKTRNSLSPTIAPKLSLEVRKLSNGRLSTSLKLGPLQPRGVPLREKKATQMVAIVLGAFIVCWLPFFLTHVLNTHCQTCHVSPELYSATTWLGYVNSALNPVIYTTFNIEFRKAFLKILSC
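Agonist-mode cell screen: cells plated at 1500/well and incubated overnight at 37 °C, then exposed to library compounds for 90 min at 37 °C. Detection reagent was added for 30–60 min at room temperature, and luminescence was read.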
D3 antag = blocks the human D3 dopamine receptor | P35462 | D3R cells, DiscoveRx beta-arrestin luminescence, antagonist mode; stronger effect = lower value | max response, negative = inhibition, % | 360,000 tested, 2.5% active | AID 652054; in the data active = max response below about -50%; inconclusive = no clear call, values can overlap the other calls; also: % is scaled to controls: 0 for no effect and ±100 for the full control effect; mostly tested at two doses, the higher about 12 µM
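Cells plated overnight at 1500 cells/well, then exposed to library compounds with dopamine controls for 90 minutes at 37 degrees C. DiscoveRx reagent added for 30–60 minutes at room temperature; luminescence read, quantitative HTS format.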
GLP1R cytotox = cytotoxic in the GLP-1 receptor inverse agonist counter-screen; HEK293 cAMP-luciferase reporter cells, luminescence, 24 h; Potency, µM (doses to about 38.3 µM), for the others: top-dose activity change, negative = inhibition, hits mostly inhibitors; 410,000 tested, 0.13% active;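 also: loss of luciferase light is scored as toxicity; potency is read from the fitted curve at half-maximal effect; % is scaled to controls: 0 for no effect and ±100 for the full control effect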
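1536-well qHTS counterscreen of the MLSMR; 200 cells/uL, 12 h pre-incubation, 23 nL cpd, 24 h at 37 deg C 5% CO2, luciferase detection reagent, 12 min RT, luminescence. Inhibition = undesired.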
PTHR1 ag = activates the human parathyroid hormone receptor PTHR1 | HEK293 GP2 PTHR1 cells, GloSensor cAMP luminescence, 1 h | Potency, µM (doses to about 115 µM), for inactives: at the top dose activation, usual class: activators | AID 743266 | 410,000 tested, 0.075% active; also: potency is read from the fitted curve at half-maximal effect; nearly all actives have a fitted effect of over 55% in size; some results filed as inactive show a strong effect at the top dose; inactives centre near -15; many of its hits are not listed in these tables
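HEK-293-derived GP2 cells expressing PTHR1 and a GloSensor cAMP reporter, 3,000/well, plated overnight, given luciferin plus IBMX (each 0.5 mM as added) for 1 h at 37 °C, then compound for 1 h at 37 °C. Luminescence was read after 15 min at room temperature.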
GLP1R ag = activates the human GLP-1 receptor; P43220; HEK293 GLP-1R CRE-luciferase, luminescence, 4-6 h; cells express a hypersensitive GLP-1R form; Potency, µM (doses to about 45.6 µM), for the others: at the highest dose activation, actives largely listed as activators; 380,000 tested, 0.007% active; AID 624172; also: potency is read from the fitted curve at half-maximal effect; % of control where 0% means no effect
Target sequence (P43220 whole entry, looked up): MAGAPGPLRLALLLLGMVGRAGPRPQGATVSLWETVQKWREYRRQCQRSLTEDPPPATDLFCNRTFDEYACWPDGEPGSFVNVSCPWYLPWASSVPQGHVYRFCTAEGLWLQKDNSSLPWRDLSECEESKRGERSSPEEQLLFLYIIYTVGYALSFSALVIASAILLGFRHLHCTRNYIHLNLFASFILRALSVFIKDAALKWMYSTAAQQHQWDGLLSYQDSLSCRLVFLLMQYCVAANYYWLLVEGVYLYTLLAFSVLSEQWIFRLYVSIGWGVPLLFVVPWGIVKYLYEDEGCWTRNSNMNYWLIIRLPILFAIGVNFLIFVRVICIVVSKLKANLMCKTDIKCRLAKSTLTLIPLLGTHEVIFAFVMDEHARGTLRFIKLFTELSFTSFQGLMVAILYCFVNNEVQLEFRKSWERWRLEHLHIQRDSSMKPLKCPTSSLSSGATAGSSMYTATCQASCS
aSyn yeast inh = rescues yeast growth from alpha-synuclein toxicity; Yeast expressing alpha-synuclein, growth rescue, BacTiter-Glo, 24 h; 370,000 tested, 0.14% active; Potency, µM (series often up to 46.1 µM), for inactives: top-dose growth rescue (activation), most hits filed as activators; also: potency is read from the fitted curve at half-maximal effect; % of control where 0% means no effect; nearly all actives have a fitted effect of over 65% in size
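Readout is rescue of growth in alpha-synuclein-expressing yeast, so inhibitors of toxicity appear as activators. Growth after 24 hr at 30 deg C in galactose medium is quantified by luminescence.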
TDP-43 yeast inh = rescues yeast growth from TDP-43 toxicity; Potency, µM (top dose mostly 46.1 µM), for inactives: at the top dose growth rescue (activation), hits mostly activators; AID 652104; 410,000 tested, 1.8% active; TDP-43 expressing yeast growth rescue, BacTiter-Glo, 24 h; also: potency is read from the fitted curve at half-maximal effect; % of control where 0% means no effect; nearly all actives have a fitted effect of over 50% in size
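In this qHTS, compounds that restore growth of yeast expressing TDP-43 appear as activators. Cells (OD600=0.02, galactose medium, raffinose-pregrown) are incubated with compound 24 hr at 30 deg C and growth is quantified by BacTiter-Glo.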
KB-V1 cytotox = KB-V1 MDR subline cytotoxicity; 400,000 tested, 3.4% active; Potency, µM (series often up to 46.1 µM), for the others: at the highest dose activity change, negative = cytotoxicity, actives largely listed as cytotoxic; AID 1347076; KB-V1 MDR cells viability, CellTiter-Glo, 72 h; also: potency is read from the fitted curve at half-maximal effect; % is scaled to controls: 0 for no effect and ±100 for the full control effect; nearly all actives have a fitted effect of over 60% in size
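Luminescent ATP read-out (CellTiter-Glo, 10 min) measures survival of drug-selected KB-V1 MDR cells after 72 h, 37 degrees C compound exposure. Medium: phenol-red-free DMEM, 10% FBS. Values from fitted concentration-response curves.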
GLP1R inv ag = acts as inverse agonist at human GLP-1 receptor | P43220 | AID 624417 | 410,000 tested, 1.6% active | HEK293 GLP-1R CRE-luciferase, luminescence, 24 h; GLP-1R form is constitutively active | Potency, µM (doses to about 38.3 µM), inactives show at the highest dose activity change, negative = inhibition, usual class: inhibitors; also: potency is read from the fitted curve at half-maximal effect; % is scaled to controls: 0 for no effect and ±100 for the full control effect; nearly all actives have a fitted effect of over 55% in size
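Using stably transfected HEK293 (constitutively active GLP-1R, cAMP-luciferase reporter), compounds were incubated 24 hr and luciferase measured by luminescence.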
* marks the source's active call; other numbers are inactive results; i = inactive; ? = inconclusive; . = not tested or not shown; [ ] = remark or other dose. Unless noted, calls follow the shape of the dose curve; as a rule, active = well fitted curve in the direction sought with a large enough effect; inconclusive = small, poorly fitted or top-dose-only effect, or another doubt; inactive = no such curve, though single readings can be large; an effect the other way counts as inactive or inconclusive. These rows are one share of the data; count on the stated rates, not on these rows.

SMILES | DRD3 agonist | D3 antag | GLP1R cytotox | PTHR1 ag | GLP1R ag | aSyn yeast inh | TDP-43 yeast inh | KB-V1 cytotox | GLP1R inv ag
Cc1ccc(NC(=O)CN2C(=O)CSc3ccc(S(=O)(=O)N4CCCC4)cc32)cc1F | 0 | . | -10% | i | . | . | 6% | . | ?
O=C(CNS(=O)(=O)c1ccc(Cl)cc1)N1CCN(c2ccc(F)cc2)CC1 | 6 | 1 | 1% | -8% | -5% | 17% | 20% | -24% | ?
Cc1ccc(-c2nnc3ccccc3c2C(=O)Nc2ccccc2F)cc1 | 0 | . | -7% | i | . | . | 6% | 1% | 21%
OC(c1ccc(F)cc1)c1nc(-c2ccoc2)cs1 (stereo not given) | 0 | 0 | 0% | -18% | -2% | 1% | 0% | 5% | 15%
Cc1ccc2c(c1C)OC(=O)CC2c1ccccc1 (stereo not given) | 5 | -13 | -4% | -1% | 26% | -6% | ? | ? | -1%
CCOc1ccc(C2C(C(=O)NC)=C(C)Nc3nc4ccccc4n32)cc1OC (stereo not given) | 2 | -27 | -11% | -13% | 2% | -3% | 0% | -6% | 4%
COc1cccc(CN2CCN(CC(=O)NCCc3ccccc3)CC2)c1 | 0 | 0 | -2% | -2% | 0% | -8% | -9% | ? | ?
O=C(N[C@@H](Cc1ccccc1)C(=O)OCc1ccccc1)c1nc[nH]c1C(=O)N[C@@H](Cc1ccccc1)C(=O)OCc1ccccc1 | 5 | -14 | 1% | i | 0% | -5% | 9% | 11% | ?
O=C(Nc1ccc(S(=O)(=O)N2CCCCC2)cc1)C1CC(=O)N(c2ccc(Cl)cc2)C1 (stereo not given) | -11 | -9 | -4% | -11% | 4% | 2% | 3% | ? | ?
Cc1oc(-c2cccc(C(F)(F)F)c2)nc1CN1CCOCC1 | -18 | 7 | 0% | -5% | 25% | 6% | -3%[0.397 µM] | 4% | -3%
COc1ccc(NC(=S)Nc2ccc3nsnc3c2)cc1 | -39 | -61* | 184%[activator] | -18% | 4% | -11% | 2% | 18µM* | 4%
CC(CCc1ccc(O)cc1)NC1c2ccccc2-c2ccccc21 (stereo not given) | -6 | 6 | -4% | i | 19% | 3% | -9% | 2% | ?
CCn1cc(-c2nnnn2-c2ccc(Cl)cc2)c(=O)c2ccccc21 | 0 | -13 | -9% | -18%[57.5 µM] | 4% | 6% | 25% | ? | 6%
COc1cc(C)nc(N(Cc2ccccc2)S(=O)(=O)c2ccc(C)cc2)n1 | 0 | 24 | 4% | -12% | 6% | -1% | -2% | ? | ?
COc1ccc(/C=N/NC(=O)Nc2ccc3nsnc3c2)c(OC)c1 | 1 | -17 | 2% | -16% | 7% | -3% | 12% | 7% | 13%
COc1ccccc1C(=O)N/C(=C\c1cn(C)c2ccccc12)C(=O)NCCCN1CCOCC1 | -1 | -9 | 2% | i | 9% | 1% | 8% | 14% | 19%
Cc1cc(=O)[nH]c(COc2ccccc2)n1 | -5 | -14 | -3% | i | 1% | -1% | 8% | 27% | 8%
O=C(CN1CCN(Cc2ccccc2Cl)C1=O)NCc1ccccn1 | -1 | 3 | -11% | i | -5% | 1% | 14% | -4% | -7%
Cc1ccc(/C=N/NC(=O)CC(=O)NCc2cccnc2)cc1 | -6 | ? | 8% | -12% | -1% | -4% | -4% | 7% | 10%
O=C1NN(c2ccccc2)C(=O)/C1=C\c1cccn1-c1ccc(Cl)c([N+](=O)[O-])c1 | -3 | ? | 1% | -15%[57.5 µM] | -10% | -1% | 0% | -9% | 50%[activator]
O=C(N1CCOCC1)N1CCN(S(=O)(=O)c2ccc(Cl)cc2)CC1 | 1 | -3 | 7% | i | 1% | 13% | 11% | 11% | 12%
CCc1ccc(NC(=S)/N=C(\N)Nc2nc(C)c3cc(CC)ccc3n2)cc1 | -8 | ? | ? | i | 13% | -9% | ? | ? | ?
CN(C)S(=O)(=O)c1cccc(NC(=O)c2ccc3c(c2)OCCO3)c1 | 1 | 0 | -6% | -85%[inhibitor] | 0% | -16% | 4% | -23% | 1%
Cc1ccc(-n2c(SCC(=O)Nc3ccc4c5c(cccc35)CC4)nc(O)cc2=O)cc1 | 7 | -2 | 2% | i | -7% | 2% | 19% | -6% | -18%
Cc1c(CCC(=O)NCCCn2ccnc2)c(=O)oc2c(C)c3oc4c(c3cc12)CCCC4 | 0 | 0 | 4% | -43%[inhibitor] | -4% | 0% | -13% | -12% | -23%

The last four compounds of the section before lead into the next:
SMILES | DRD3 agonist | D3 antag | GLP1R cytotox | PTHR1 ag | GLP1R ag | aSyn yeast inh | TDP-43 yeast inh | KB-V1 cytotox | GLP1R inv ag
CCc1ccc(NC(=S)/N=C(\N)Nc2nc(C)c3cc(CC)ccc3n2)cc1 | -8 | ? | ? | i | 13% | -9% | ? | ? | ?
CN(C)S(=O)(=O)c1cccc(NC(=O)c2ccc3c(c2)OCCO3)c1 | 1 | 0 | -6% | -85%[inhibitor] | 0% | -16% | 4% | -23% | 1%
Cc1ccc(-n2c(SCC(=O)Nc3ccc4c5c(cccc35)CC4)nc(O)cc2=O)cc1 | 7 | -2 | 2% | i | -7% | 2% | 19% | -6% | -18%
Cc1c(CCC(=O)NCCCn2ccnc2)c(=O)oc2c(C)c3oc4c(c3cc12)CCCC4 | 0 | 0 | 4% | -43%[inhibitor] | -4% | 0% | -13% | -12% | -23%
CC1=C(c2ccc(C)c(C)c2)S(=O)(=O)N=C1N1CCC(C(=O)NCc2ccccc2C)CC1 | 6 | . | 3% | -23% | . | . | ? | 1% | 11%
CCn1c(Cc2ccc(OC)cc2)nnc1SCC(=O)NC1CC1 | 2 | 5 | -4% | i | 0% | 7% | 3% | 4% | 26%
CCOC(=O)CCCc1ccc(/C(C)=N/NC(N)=S)cc1 | -24 | -28 | ? | -19% | 7% | -8% | 20µM* | 8.2µM* | ?
O=C(COc1ccc2ccccc2c1)NCC1CCCO1 (stereo not given) | -1 | 5 | -1% | i | 8% | -3% | -13% | -1% | -5%
Cc1ccc(C2(O)CN(c3ccccc3)C3=[N+]2CCS3)cc1 (stereo not given) | -5 | 6 | 77%[activator] | -10% | 26% | 20% | 5% | 9% | 0%
COc1cc(C(=O)N/N=C/c2ccc3c(c2)c2ccccc2n3C)ccc1O | -2 | -16 | ? | -12% | -13% | 0% | ? | ? | ?
COc1ccc(C)cc1NC(=O)NC1CCCc2ccccc21 (stereo not given) | 3 | -4 | 6% | 19% | -4% | 0% | -10% | ? | -14%
CC(C)C(NC(=O)C(Cc1ccccc1)NC(=O)OCc1ccccc1)C(=O)O (stereo not given) | -7 | 2 | 9% | i | 0% | 8% | -22% | -4% | -15%
CCCCNC(=S)NNC(=O)c1csc(C)c1C | -9 | ? | ? | -24% | 7% | -10% | 8% | -6% | ?
Clc1ccccc1CNCC1CCCO1 (stereo not given) | -3 | -17 | -2% | -15% | 1% | -5% | 0% | -15% | 12%
O=C(NCCN1CCOCC1)c1cc(-c2ccc(F)cc2)nc2ccccc12 | -11 | -1 | -1% | i | 20% | -1% | 7% | -29% | -8%
Cc1c(Cl)cccc1-n1ncc(C(=O)N2CCN(c3ncccn3)CC2)c1C1CCN(C(=O)OC(C)(C)C)CC1 | 2 | . | 5% | -20% | . | . | 17% | -17% | 3%
COc1ccc(CCNC(=O)CCS(=O)(=O)c2ccc3c(c2)NC(=O)CS3)cc1OC | -12 | 16 | 7% | -20% | -1% | 14% | 20% | ? | 14%
COCCCN1C(=O)C(=O)/C(=C(/O)c2ccc(S(=O)(=O)N3CCOCC3)cc2)C1c1cccc(Cl)c1 (stereo not given) | -5 | 1 | -12% | -1% | -7% | 0% | 2% | 0% | 5%
C[C@@H]1CN([C@@H](C)CO)C(=O)CCCn2nncc2CO[C@@H]1CN(C)C(=O)Nc1ccc(-c2cccs2)cc1 | 3 | -9 | -4% | -13% | -8% | 4% | 0% | -2% | -6%
O=C1ON=C(c2ccc([N+](=O)[O-])cc2)/C1=C/c1ccccc1O | 2 | 49 | -11% | -89% | 0% | -1% | ? | 0% | 3%
Cc1ccnc(NS(=O)(=O)c2ccc(N3C(=O)C4CCCCC4C3=O)cc2)n1 (stereo not given) | -5 | 6 | -12% | -18% | 5% | -8% | -6% | -7% | 10%
OCCC1CN(Cc2nc3ccccc3[nH]2)CCN1C1CCCC1 (stereo not given) | 0 | -4 | -9% | i | 4% | -2% | . | 0% | -16%
COc1ccc(C(=O)Nc2nc3c(s2)CCc2cc(OC)ccc2-3)cc1 | -20 | . | -13% | -94%[inhibitor] | . | . | 0% | -8% | ?
O=C(c1ccco1)N1CCN(Cc2cccc(C(F)(F)F)c2)CC1 | 8 | 19 | 0% | -28% | -2% | -1% | 14% | 1% | -17%
CCC(O)c1cc2c(cc1NC(=O)c1cccc(Br)c1)OCCO2 (stereo not given) | 1 | . | -19% | -8% | 2% | 8% | 13µM* | ? | 14%
OC1(c2ccc(F)cc2)CCN(Cc2cccnc2)CC1 | -5 | -61* | 7% | -8% | -2% | -2% | 6% | -3% | 1%
CC(NC(N)=O)C(=O)OCC(=O)c1ccc(-c2ccccc2)cc1 (stereo not given) | 2 | 14 | 10% | -23% | 7% | 3% | 0% | -10% | -2%
Cc1ccc(OCCNC(=O)c2ccc(C)o2)cc1 | -15 | -19 | 18% | i | 1% | -6%[1.84 µM] | 11% | -1% | 10%
COC(=O)c1cccc(NC(=O)N(C)CCc2c(C)nn(C)c2C)c1 | 2 | . | -3% | i | . | . | 30% | 16% | 3%
CCN(CC(=O)NCc1ccc(F)cc1)C(=O)c1ccc(COc2ccccc2)cc1 | 0 | 7 | -4% | -32%[inhibitor] | 10% | -3% | 1% | -9% | ?
CCCOc1ccc(CNC(=O)Cn2ncc3ccccc32)cc1 | 1 | 2 | -10% | i | 8% | -5% | -21% | -5% | -34%
